CCT chaperon mod: High-Throughput Screening for Modulators of Cytosolic Chaperonin Activity | purified chaperonin ATPase assay, HTRF ADP detection, 30 min | activity change, % (concentration not given with the values), hits read low | 360,000 compounds, 0.3% hits | AID 651819, 2012; in the data active = activity change below about -30%; also: % is scaled to controls: 0 for no effect and ±100 for the full control effect
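Nucleotide hydrolysis assay: TRiC at 20–40 nM final (set by batch activity) with 10 uM ATP, 30 min at 37 °C, in presence of 76 uM compound. Detection by competitive ADP HTRF, 30 min ambient.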
Abeta yeast res: qHTS for compounds that reverse cellular toxicity of Amyloid beta (A-beta) peptide in yeast: Primary Screen; AID 1347071, 2019; Potency, µM (top dose mostly 46.1 µM), inactives show top-dose growth rescue, usual class: activators; yeast expressing A-beta42, growth rescue, OD600, 48 h; response scale: 0% DMSO, 100% iron-clioquinol control; 410,000 compounds, 0.063% hits; also: potency is read from the fitted curve at half-maximal effect; nearly all actives have a fitted effect of over 55% in size
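Yeast growth medium received pinned compounds, then yeast cells expressing toxic A-beta were added; plates incubated at 30 C for 48 hr. Growth read as absorbance at 600 nm, normalized to DMSO and equimolar FeCl3 plus clioquinol controls.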
MmCpn inh: Inhibitors of TCP-1 ring complex (TRiC) of Methanococcus maripaludis (MmCpn): qHTS | Chaperonin Mm-Cpn (Methanococcus maripaludis) | purified Mm-Cpn ATPase, ADP Transcreener TR-FRET | Potency, µM (series often up to 76.9 µM), inactives show top-dose activity, negative = inhibition, hits mostly inhibitors | 330,000 compounds, 0.031% hits | AID 504842, 2011; also: potency is read from the fitted curve at half-maximal effect; % is scaled to controls: 0 for no effect and ±100 for the full control effect; nearly all actives have a fitted effect of over 80% in size
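25 nM Mm-CPN + cpd, 10 min 37°C; + 10 uM ATP, 30 min 37°C; buffer 30 mM Tris pH 7.4, 100 mM KCl, 5 mM MgCl2, 1 mM DTT; Transcreener ADP HTRF detection 30 min RT.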
Nrf2 block: Nrf2 qHTS screen for inhibitors; A549 ARE-Fluc reporter, luciferase luminescence, 18-24 h; Potency, µM (series often up to 46 µM), for inactives: at the top dose activity change, negative = inhibition, hits mostly inhibitors; 360,000 compounds, 2.1% hits; AID 504444, 2011; also: potency is read from the fitted curve at half-maximal effect; % is scaled to controls: 0 for no effect and ±100 for the full control effect; nearly all actives have a fitted effect of over 60% in size
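Concentration-response testing used A549 ARE_Fluc cells at 5000 cells/well. Following an 18-24 h compound incubation, viability was read by fluorescence (Ex 405/Em 525) and luciferase output by luminescence.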
TGFb SMAD3 inh: qHTS for Inhibitors of TGF-b | AID 588855, 2011 | HepG2 CAGA-GFP TGF-b/SMAD3 reporter, GFP fluorescence, 18 h; TGF-beta stimulated, 500 pg/mL final | Potency, µM (series often up to 46.1 µM), for the others: top-dose activity, negative = inhibition, usual class: inhibitors | 410,000 compounds, 1.2% hits; also: potency is read from the fitted curve at half-maximal effect; % is scaled to controls: 0 for no effect and ±100 for the full control effect; nearly all actives have a fitted effect of over 65% in size
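GFP signal (ex488/em500-530) from TGF-beta-stimulated HEPG2 CAGA-GFP cells, 500 pg/mL final, 18 h at 37 degrees C in DMEM plus 1% FBS, normalized to unstimulated and DMSO-stimulated controls.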
pAkt inh: HTS Assay for Inhibitors of Akt Phophorylation: Primary Screen. Neuro2A IGF-stimulated pAkt S473 HTRF, 20 min; active compounds read low. activity change, % for hits at 50 µM. 360,000 compounds, 0.32% hits; in the data active = activity change below about -80%; inconclusive = mostly about -51% to -80%; also: % is scaled to controls: 0 for no effect and ±100 for the full control effect
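Single-point screen (50 µM final compound) in Neuro2A cells stimulated 20 min with 6 nM IGF at 37 deg C. After lysis, Ser473-phosphorylated Akt read by HTRF (ex 330 nm, em 615/665 nm) as the 665/615 ratio.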
A549 tox: Nrf2 qHTS screen for inhibitors: counterscreen for cytotoxicity. A549 ARE-Fluc cells, CellTiter-Fluor viability, 18-24 h. Potency, µM (series often up to 46 µM), for inactives: top-dose activity change, negative = cytotoxicity, hits mostly inhibitors. 390,000 compounds, 0.16% hits. AID 504648, 2011; also: potency is read from the fitted curve at half-maximal effect; % is scaled to controls: 0 for no effect and ±100 for the full control effect
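Cytotoxicity counterscreen: CellTiter-Fluor fluorescence was measured in A549 ARE_Fluc cells after 18-24 h of compound exposure in a concentration series. The subsequent BugLite luminescent read reports ARE-luciferase activity.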
Nrf2 activator: qHTS of Nrf2 Activators; AREc32 ARE-luciferase reporter (MCF7-derived line), luminescence, 24 h; Potency, µM (series often up to 46.1 µM), for inactives: at the highest dose activation, actives largely listed as activators; 410,000 compounds, 0.31% hits; AID 624171, 2012; also: potency is read from the fitted curve at half-maximal effect; % of control where 0% means no effect; nearly all actives have a fitted effect of over 65% in size
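AREc32_Fluc, 1000 cells/well, OPTI-MEM + 5% FBS, o/n 37 deg C 5% CO2; 23 nL cpd by pin tool, 24 hr; Steady-Glo 30 min RT, luminescence.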
HepG2 tox: qHTS for Inhibitors of TGF-b: Cytotox Counterscreen; HepG2 CAGA-GFP viability, ATP luminescence, 18 h; Potency, µM (doses to about 46.1 µM), for inactives: at the highest dose activity change, negative = cytotoxicity, actives largely listed as cytotoxic; 410,000 compounds, 0.76% hits; AID 588856, 2011; also: potency is read from the fitted curve at half-maximal effect; some results filed as inactive show a strong effect at the top dose
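CellTiter-Glo luminescence gave cytotoxicity after 18 hours at 37 degrees C. The cells were HepG2 CAGA-GFP in 1% FBS DMEM, stimulated with 500 pg/mL TGF-beta after compound addition. %Activity was normalised to no-cell wells (complete cell-killing) and DMSO (no toxicity), and curves were fitted and classified.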
Active calls of the source: *; i = inactive; ? = inconclusive; / = not tested or not shown; [ ] = remark or other dose. Unless noted, calls follow the shape of the dose curve; as a rule, active = well fitted curve in the direction sought with a large enough effect; inconclusive = small, poorly fitted or top-dose-only effect, or another doubt; inactive = no such curve, though single readings can be large; an effect the other way counts as inactive or inconclusive. Compounds as they come (roughly 4.3% active in at least one column).

Compound | CCT chaperon mod | Abeta yeast res | MmCpn inh | Nrf2 block | TGFb SMAD3 inh | pAkt inh | A549 tox | Nrf2 activator | HepG2 tox
O=C(Cc1ccc2c(c1)OCCO2)Nc1cc(C(F)(F)F)ccc1N1CCOCC1 | 1.1 | 13.4% | 2.0% | ? | 4.3% | i | -9.1% | -0.7% | -34.2%
COc1ccc(-c2noc(-c3ccc(N4CCN(c5ccccc5)CC4)c([N+](=O)[O-])c3)n2)cc1 | / | -4.6% | / | 20.1% | 0.2% | / | -3.9% | 0.8% | -3.2%
Cc1ccc(-c2nc(=S)c3c(n2CCN2CCOCC2)CC(C)(C)OC3)cc1 | -0.8 | -1.3% | -2.5% | / | 11.6% | i | 1.5% | -0.4% | -2.6%
CC1=C(c2ccc(F)cc2)S(=O)(=O)N=C1N1CCC(C(=O)NCCc2ccccc2)CC1 | / | 2.5% | / | 9.8% | 0.9% | / | -1.5% | 0.3% | 5.3%
C=CCNC(=S)Nc1ccccc1-c1nnc2n1CCCCC2 | -1.9 | -16.3% | 1.2% | ? | 6.2% | i | 2.7% | 0.3% | -2.3%
CC(=O)N[C@H]1[C@H]([C@H](O)[C@H](O)CO)OC(C(=O)O)=C[C@@H]1O | -0.1 | -13.0% | / | -6.1% | 1.4% | i | 0.7% | -0.3% | -2.2%
O=C(Nc1ncc(S(=O)(=O)c2ccc([N+](=O)[O-])cc2)s1)c1ccccc1F | 1.6 | 4.0% | -0.1% | -11.0% | ? | i | 0.3% | 5.8% | -11.9%
CCCOC(=O)Nc1nc(-c2ccc(C)cc2)c(C)s1 | -1.8 | -0.1% | -0.2% | ? | -8.0% | i | -7.3% | 2.3% | -0.1%
COc1ccc(NC(=O)c2ccc(Cn3cc(Cl)cn3)cc2)cc1 | -1.2 | 1.0% | -1.7% | -5.3% | 9.8% | i | 3.9% | -0.4% | -5.8%
CN1CCN(C(=O)/C=C/c2ccccc2)CC1 | 3.5 | 3.7% | -5.2% | 0.1% | 5.5% | i | -1.1% | -0.5%[9.22 µM] | -3.8%
CCCCN(CC)C(=O)c1cc2c(=O)n3cccc(C)c3nc2n1C | / | -19.1% | / | -8.4% | -19.2% | / | 5.9% | 2.6% | -14.5%
CCCN(CCC)C(=O)c1ccc2c(c1)N(CC)C(=O)c1ccccc1S2(=O)=O | -1.0 | 16.0% | -16.2% | 0.0% | 4.4% | i | -4.4% | -1.0% | 11.7%
C=C1CCN([C@H](C(=O)NCc2ccc(OC)cc2)C(C)C)S(=O)(=O)c2ccccc21 | -4.1 | 1.9% | -1.0% | 13.1% | 9.7% | i | -1.8% | 2.0% | 5.4%
COc1ccc(C2C(C#N)=C(N)N(Nc3ccccc3)C3=C2C(=O)CC(C)(C)C3)cc1C (stereo not given) | -0.2 | ? | -1.1% | ? | 11.2µM* | i | -3.5% | 8.0% | -1.5%
COc1ccc(C2CC(=O)C(C=NCC(C)C)=C(O)C2)cc1 (stereo not given) | -1.2 | -7.4% | -1.9% | 0.0% | 0.3% | i | 0.0% | -1.0% | 5.8%
COc1ccc(N2CCN(C(CNC(=O)C(=O)NCc3cccnc3)c3cccnc3)CC2)cc1 (stereo not given) | / | -16.5% | / | -8.1% | 7.1% | / | -18.6% | 0.4% | -4.3%
Cc1ccc(S(=O)(=O)N2CCC(c3nnc(SCCN4CCCC4)n3C)CC2)cc1 | -5.3 | -15.7% | -1.1% | 17.0% | 1.3% | i | 2.7% | -0.2% | -35.3%
Cc1ccc(C(=O)Nc2ccc(C(=O)N3CCCCC3C)cc2)cc1 (stereo not given) | -1.2 | 5.9% | 1.6% | ? | -18.8% | i | -11.9% | 2.1% | 3.0%
CCn1c(Cc2ccc(OC)cc2)nnc1SCC(=O)Nc1nc2ccccc2s1 | 2.6 | 2.6% | 2.3% | -9.0% | 2.7% | / | -13.5% | 1.5% | -1.4%
CCN(CC(=O)Nc1ccc(NC(C)=O)cc1)C(=O)c1cccc(S(=O)(=O)N2c3ccccc3CC2C)c1 (stereo not given) | -0.6 | 11.0% | -1.4% | 0.2% | 1.0% | i | -15.3% | -0.3% | 0.2%
CCOC(=O)c1c(C)[nH]c(CCC(=O)NCCCN2CCN(c3cc(C)ccc3C)CC2)c1C | / | 16.3% | / | / | -20.3% | / | ? | -1.1% | -89.7%
Cc1ccccc1Cn1nc(C)c(NC(=O)c2noc3c2CC(C(C)(C)C)CC3)c1C (stereo not given) | -0.5 | 30.3% | -7.8% | 8.2µM* | ? | i | -5.7% | 0.2% | 3.1%
COc1ccccc1NC(=O)C1CCN(S(=O)(=O)c2cn(C)cn2)CC1 | / | 1.1% | / | / | 9.1% | / | 2.3% | -0.7% | 11.6%
OCC1CCCN(C2CCN(Cc3nc(Cc4cccc(C(F)(F)F)c4)no3)CC2)C1 (stereo not given) | -1.7 | -10.3% | 2.3% | 14.9% | -1.6% | i | 0.0% | 0.2% | -24.3%
COCCN(C(=O)c1ccc(N2CCCC2=O)cc1)c1c(N)n(CC(C)C)c(=O)[nH]c1=O | -4.0 | -14.2% | 1.5% | 7.8% | -0.1% | i | 3.4% | -0.3% | 1.5%
COc1ccc(CCNC(=O)CN2CCCc3ccccc32)cc1OC | -0.6 | -5.0% | 0.4% | 4.6% | -9.0% | i | -5.9% | 0.5% | -2.4%
COc1ccc(C2=NN(C(C)=O)C(c3cn(-c4ccccc4)nc3-c3cccs3)C2)cc1 (stereo not given) | / | -15.8% | / | -11.7% | 24.1% | / | -10.0% | 3.6% | -12.4%
Cc1ccc(CNS(=O)(=O)c2ccc([N+](=O)[O-])cc2)cc1 | -0.2 | -8.4% | -0.6% | 4.9% | ? | i | 12.7% | -0.4% | -39.6%
CC(Oc1ccc(F)cc1)C(=O)Nc1ccc(N2CCOCC2)cc1N1CCOCC1 (stereo not given) | 0.0 | 8.4% | -0.6% | -8.5% | -2.1% | i | -2.7% | 0.7% | -2.3%
C#CCOCCOCCOCCNc1nc(N2CCN(C(=O)Cn3cc(CC(C)O)nn3)CC2)nc(N2CCN(C(=O)[C@H]([C@@H](C)CC)n3cc(CCCCN)nn3)CC2)n1 (stereo not given in full) | -1.9 | 1.7% | / | 5.3% | 22.1% | i | 1.7% | 0.6% | -2.7%
CC1CN(C(=O)Cc2ccc(-c3ccccc3)cc2)CC(C)O1 (stereo not given) | -0.6 | 9.6% | 0.7% | -9.5% | ? | i | 1.8% | -0.3% | -44.4%
O=C(NCCCn1ccnc1)c1cccc(Cl)c1 | -4.2 | -15.3% | -0.2% | 0.7% | ? | i | -1.2% | -0.2% | -21.1%
C[C@@H]1CN([C@H](C)CO)C(=O)CCCn2nncc2CO[C@H]1CN(C)S(=O)(=O)c1ccc2ccccc2c1 | -3.7 | -10.1% | / | / | 1.4% | i | / | -0.7% | -38.4%
CC(NC(=O)Nc1ccccc1F)C(C)(C)C (stereo not given) | 0.5 | 5.4% | -6.1% | 18.9% | 6.3% | i | -2.2% | 2.3% | -3.0%
CCNC(=S)NNc1nc(N2CCCCC2)nc(N2CCOCC2)n1 | 0.6 | -1.7% | 2.6% | -10.6% | 0.6% | i | 2.1% | 0.7% | 0.9%
Cc1cc(C)c2c(ccc3ccccc32)n1 | 1.0 | 2.1% | / | -22.3% | -36.6% | i | 1.5% | -0.6% | 1.0%
CSc1cccc(Nc2cc(C(=O)NC3CCCCC3)c3ccccc3n2)c1 | / | -14.0% | / | 12.4% | -51.9% | / | 12.0% | 3.6% | -11.5%
Cc1nn(S(=O)(=O)c2ccc(C(C)C)cc2)c(C)c1S(=O)(=O)N1CCCCCC1 | / | -5.3% | / | / | 0.0% | / | 1.5% | -1.1% | 3.3%
Cn1c(NC(=O)Cc2ccc(F)cc2)cc(=O)n(C)c1=O | -0.9 | -12.3% | -2.1% | 1.8% | -1.6% | i | -3.2% | 0.5% | 3.4%
CC(C)c1ccc(S(=O)(=O)c2nnn3c2nc(NCCc2ccccc2)c2sccc23)cc1 | / | 0.8% | / | ? | 22.7% | / | ? | -0.2% | -8.7%
COc1ccc(-c2cc(C(=O)NCCCn3ccnc3)no2)cc1 | -2.9 | 9.8% | 1.1% | -7.7% | 1.2% | i | 0.8% | 2.8% | -22.7%
CC(C)CCN(Cc1ccco1)C(=O)c1cc2c(s1)-c1ccccc1OC2 | / | -0.3% | / | ? | ? | / | 6.2% | 4.5% | -33.0%

Arranged by SMILES length (lowest first): some entries from above
Compound | CCT chaperon mod | Abeta yeast res | MmCpn inh | Nrf2 block | TGFb SMAD3 inh | pAkt inh | A549 tox | Nrf2 activator | HepG2 tox
COc1ccc(-c2cc(C(=O)NCCCn3ccnc3)no2)cc1 | -2.9 | 9.8% | 1.1% | -7.7% | 1.2% | i | 0.8% | 2.8% | -22.7%
CSc1cccc(Nc2cc(C(=O)NC3CCCCC3)c3ccccc3n2)c1 | / | -14.0% | / | 12.4% | -51.9% | / | 12.0% | 3.6% | -11.5%
Cc1nn(S(=O)(=O)c2ccc(C(C)C)cc2)c(C)c1S(=O)(=O)N1CCCCCC1 | / | -5.3% | / | / | 0.0% | / | 1.5% | -1.1% | 3.3%

High-throughput results (PubChem)
